Assay outcomes from PubChem BioAssay.
JMJD2E inh – JMJD2E (human) inhibition. B2RXH2. JMJD2E catalytic domain, FDH-coupled NADH fluorescence (FDH is formaldehyde dehydrogenase). Potency, µM (doses to about 57.1 µM), for inactives: at the top dose activity change, negative = inhibition, actives largely listed as inhibitors. actives 1.6% (n = 230,000). AID 2147; active = well fitted inhibition curve with a large enough effect, not every such curve was filed as active; inconclusive = small, poorly fitted or top-dose-only effect, or another doubt; inactive = no such curve, though single readings can be large or run the other way;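 also: 0% = wells with enzyme and -100% = buffer wells without enzyme; nearly all actives have a fitted effect of over 50% in size; many of its hits are not listed in these tables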
RECQ1 inh – blocks DNA unwinding by human RECQ1 | P46063 | RECQ1 DNA unwinding, red fluorescence kinetic read | Potency, µM (top dose mostly 57.3 µM), for the others: at the highest dose activity, negative = inhibition, actives largely listed as inhibitors | actives 0.54% (n = 240,000) | AID 2549;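 also: plate controls were vehicle for no effect and no enzyme for full effect; nearly all actives have a fitted effect of over 30% in size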
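RECQ1T1 50 nM; forked duplex (20 bp + 30-nt ss tails) 200 nM, ATP 2 mM final; pH 8.0, 2 mM MgCl2, 2.5 ug/ml poly(dI-dC); 15 min compound preincubation; discontinuous kinetic read over 2 h at RT.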
TR SRC2 fluor cs – counter-screen for TRb-SRC2 inhibitors: fluorescence interference; TRb/SRC2 Texas Red total fluorescence interference; Potency, µM (top dose mostly 106 µM), without a hit: at the highest dose fluorescence change, negative = quenching; actives 0.29% (n = 280,000); active = well fitted curve in either direction with a large enough effect; inconclusive = small, poorly fitted or top-dose-only effect; also: % is scaled to controls: 0 for no effect and ±100 for the full control effect
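Human TRb ligand-binding domain at 0.6 uM with 20 nM Texas Red SRC2 peptide in Tris buffer containing 1 uM T3 and 5% DMSO, incubated with compound 5 h at ambient temperature. Total fluorescence (555/632 nm) calculated as parallel + 2 × perpendicular.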
TRb SRC2 PPI – TRbeta-SRC2 interaction inhibition | TRbeta-SRC2 peptide binding, fluorescence polarization; receptor liganded with 1 µM T3 | AID 1469 | actives 0.065% (n = 280,000) | Potency, µM (titrated, usually from 106 µM), for the others: at the top dose activity change, negative = inhibition, actives largely listed as inhibitors;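 also: plate controls were bound peptide for no effect and peptide without receptor for full effect; nearly all actives have a fitted effect of over 50% in size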
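Binding of a 20-amino-acid Texas Red SRC2 peptide (20 nM) to TRb ligand-binding domain (0.6 uM) with agonist T3 at 1 uM was followed by fluorescence polarization after a 5 hr room-temperature incubation.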
RGS12 GoLoco inh – RGS12 GoLoco-Gai1 interaction inhibition; Potency, µM (doses to about 61.6 µM), inactives show at the highest dose activity, negative = inhibition, usual class: inhibitors; Gai1:RGS12 GoLoco peptide FP, rhodamine, 10 min; actives 0.44% (n = 230,000); P63096; active = well fitted inhibition curve with a large enough effect, not every such curve was filed as active; inactive = no such curve, though single readings can be large or run the other way; also: % is scaled to controls: 0 for no effect and ±100 for the full control effect; nearly all actives have a fitted effect of over 30% in size; many of its hits are not listed in these tables
Target sequence (P63096 whole entry, looked up): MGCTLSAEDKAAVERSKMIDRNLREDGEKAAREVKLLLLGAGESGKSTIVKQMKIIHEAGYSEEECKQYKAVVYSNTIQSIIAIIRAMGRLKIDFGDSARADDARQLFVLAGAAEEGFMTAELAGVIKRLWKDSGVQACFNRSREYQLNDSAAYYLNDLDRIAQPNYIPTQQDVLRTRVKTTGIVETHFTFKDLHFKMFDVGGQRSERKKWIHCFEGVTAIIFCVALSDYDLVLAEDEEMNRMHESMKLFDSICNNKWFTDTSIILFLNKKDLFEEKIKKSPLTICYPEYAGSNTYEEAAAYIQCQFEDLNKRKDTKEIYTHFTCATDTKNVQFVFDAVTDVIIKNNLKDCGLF
SMN2 splice enh – SMN2 splice variant enhancement | AID 1458 | HEK293 SMN2-luciferase splicing reporter, luminescence, 30-36 h | Potency, µM (titrated, usually from 46.1 µM), for inactives: at the top dose activity change, positive = activation, usual class: activators | actives 2.8% (n = 210,000); also: % of control where 0% means no effect; nearly all actives have a fitted effect of over 55% in size
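HEK293 cells carry an SMN2 minigene-luciferase reporter in which exon 7 inclusion puts luciferase in frame. Cells were seeded at 2000 cells/well, attached for 10-12 hours, then exposed to compounds for 30-36 hours at 37C before ONE-Glo luminescence.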
Lamin A splicing – LMNA splicing modulation; Potency, µM (top dose mostly 46.1 µM), for the others: at the highest dose ratio change, negative = inhibition, actives largely listed as inhibitors; actives 0.01% (n = 200,000); AID 1487; HeLa LMNA splicing GFP/RFP minigene ratio, 48 h; active = well fitted inhibition curve with a large enough effect in the signal ratio, with a control signal flat, not every such curve was filed as active; inconclusive = small, poorly fitted or top-dose-only effect, or effect the other way, or a change in a side signal; the % refers to the signal ratio; also: % is scaled to controls: 0 for no effect and ±100 for the full control effect
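S3 HeLa cells stably expressing lamin A-EGFP splicing minigene plus DsRed2, 600 cells/well, 48 h compound exposure at 37C. Laser-scanning cytometry; analysed as GFP (500-530 nm)/RFP (575-640 nm) total intensity ratio; 0.5% DMSO vehicle.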
ALDH1A1 block – blocks purified human ALDH1A1 activity; P00352; actives 7.3% (n = 220,000); Purified ALDH1A1, NADH fluorescence, propionaldehyde substrate; AID 1030; Potency, µM (series often up to 75.3 µM), for inactives: at the highest dose activity, negative = inhibition, actives largely listed as inhibitors; active = well fitted inhibition curve with a large enough effect, not every such curve was filed as active; inconclusive = small, poorly fitted or top-dose-only effect, or another doubt; inactive = no such curve, though single readings can be large or run the other way;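 also: plate controls were no enzyme wells and a reference inhibitor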
Target sequence (P00352 whole entry, looked up): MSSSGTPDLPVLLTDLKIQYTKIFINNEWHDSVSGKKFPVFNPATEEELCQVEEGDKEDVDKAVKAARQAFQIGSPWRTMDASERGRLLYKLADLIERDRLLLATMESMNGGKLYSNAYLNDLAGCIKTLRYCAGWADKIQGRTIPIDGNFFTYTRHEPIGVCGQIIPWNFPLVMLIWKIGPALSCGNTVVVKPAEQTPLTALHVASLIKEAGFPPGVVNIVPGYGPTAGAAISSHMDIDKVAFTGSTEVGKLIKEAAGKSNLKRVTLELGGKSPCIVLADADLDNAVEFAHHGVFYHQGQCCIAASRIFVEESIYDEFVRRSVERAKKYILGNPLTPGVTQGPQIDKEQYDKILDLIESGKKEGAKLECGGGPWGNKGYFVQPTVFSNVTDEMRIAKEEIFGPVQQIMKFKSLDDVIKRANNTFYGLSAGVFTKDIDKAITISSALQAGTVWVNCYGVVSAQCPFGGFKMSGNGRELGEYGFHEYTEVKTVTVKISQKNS
The depositor's hits bear a star; i = inactive; ? = inconclusive; · = no result given; ! = repeats disagree; [ ] = another dose, or the depositor's remark. Unless noted, calls follow the shape of the dose curve; as a rule, active = well fitted curve in the direction sought with a large enough effect; inconclusive = small, poorly fitted or top-dose-only effect, or another doubt; inactive = no such curve, though single readings can be large; an effect the other way counts as inactive or inconclusive. Potency is read from the fitted curve at half-maximal effect.

SMILES	JMJD2E inh	RECQ1 inh	TR SRC2 fluor cs	TRb SRC2 PPI	RGS12 GoLoco inh	SMN2 splice enh	Lamin A splicing	ALDH1A1 block
COc1ccc(Cl)cc1C(Nc1cccnc1)c1ccc2cccnc2c1O (configuration not stated)	14µM*	-20%	-3%	2%	-5%	·	·	?
CC(=O)O[C@@H]1C[C@H]2C(C)=C[C@H]3OC(=O)[C@@H](C)[C@H]3C[C@H]2[C@]1(C)O	3%	i	-1%	2%	1%	·	·	·
Cc1nc2c(c(=O)n1CCC1=CCCCC1)c1nc3ccccc3nc1n2/N=C/c1ccccc1	8%	-1%	5%	-9%	61%[activator]	-35%[inhibitor]	1%	?
CC1CCN(c2nc3c(c(=O)n(C)c(=O)n3C)n2CCSc2nc3ccccc3o2)CC1	-2%	-11%	0%	0%	-1%	4%	-8%	20%
Cc1ccc(NC(=S)NC(=O)c2ccc(-c3ccc(Cl)cc3)o2)c(O)c1	0%	2%	2%	4%	25%	-2%	-12%	?
Cc1n(CC(O)COCc2ccccc2)c2ccccc2[n+]1C (configuration not stated)	-9%	i	-1%	-2%	8.9µM*	-16%	-3%	2%
NC(=O)CN1CCN(C(=O)NC2CCCCC2)CC1	-5%	-15%	-7%	2%	-2%	0%	2%	10%
Nc1nc(NC(=O)c2cccc(S(=O)(=O)N3CCCCCC3)c2)nc(-c2ccccc2)n1	3%	i	-1%	5%	14%	-3%	12%	11%
COC(=O)C(NC(C)=O)(Nc1ccc(Br)cn1)C(F)(F)F (configuration not stated)	4%	-3%	-7%	-6%	0%	4%	-7%	7.1µM*
C/C(=N/NC(N)=S)c1ccc(Br)s1	-12%	-6%	-1%	1%	6%	·	?	22µM*

Whole records from above. Values in the order: JMJD2E inh	RECQ1 inh	TR SRC2 fluor cs	TRb SRC2 PPI	RGS12 GoLoco inh	SMN2 splice enh	Lamin A splicing	ALDH1A1 block
Cc1ccc(NC(=S)NC(=O)c2ccc(-c3ccc(Cl)cc3)o2)c(O)c1 is entered as 0%	2%	2%	4%	25%	-2%	-12%	?
NC(=O)CN1CCN(C(=O)NC2CCCCC2)CC1 is entered as -5%	-15%	-7%	2%	-2%	0%	2%	10%
Cc1nc2c(c(=O)n1CCC1=CCCCC1)c1nc3ccccc3nc1n2/N=C/c1ccccc1 is entered as 8%	-1%	5%	-9%	61%[activator]	-35%[inhibitor]	1%	?

(next part)
SMILES	JMJD2E inh	RECQ1 inh	TR SRC2 fluor cs	TRb SRC2 PPI	RGS12 GoLoco inh	SMN2 splice enh	Lamin A splicing	ALDH1A1 block
COc1ccc(C(=O)NC2c3ccccc3-c3ccccc32)cc1	4%	-5%	-2%	-20%	0%	6%	-23%	3%
Cc1csc2ncnc(NNC(=O)c3ccc(Cl)cc3)c12	9%	-8%	-3%	-2%	6%	·	?	-11%
COc1ccc(CCNC(=O)C(=O)N2CCCC2)cc1OC	-37%	i	-1%	12%	0%	6%	·	-1%
COc1ccccc1OCCC(=O)N1CCN(c2ccccc2OC)CC1	4%	i	-2%	0%	6%	·	·	·
Cc1ccc(OCc2nc(-c3ccc(Cl)cc3)n[nH]2)cc1	-5%	-6%	2%	1%	-4%	-23%	-22%	2%
Cc1cc(C)n2nc(-c3ccc(F)cc3)nc2n1	2%	-2%	5%	4%	4%	?	6%	5%
O=C1CC(c2cccc([N+](=O)[O-])c2)c2c(ccc3ccccc23)N1 (configuration not stated)	8%	-16%	1%	1%	-6%	-13%	?	-10%
CCN(CC)C(=O)N1CCN(C)CC1	25µM*!	-5%	-1%	-2%	4%	4%	?	7%
COc1ccc(-c2csc(NC(=O)C3=NN(c4ccccc4)C(=O)CC3)n2)cc1	-13%	0%	-2%	-2%	53%[activator]	-95%[inhibitor]	?	?
CCOC(=O)c1csc(N)n1	-10%	16%	-3%	1%	14%	·	-23%[46 µM]	?
CCOC(=O)/C(C#N)=C/Nc1ccccc1OC	-4%	i	3%	3%	-2%	?	7%	-4%
O=C(Nc1ccc(Nc2ccncc2)cc1)c1ccc(Nc2ccnc3ccc([N+](=O)[O-])cc23)cc1[N+](=O)[O-]	?	1%	?	5%	36%[activator]	·	·	31%[activator]
COC(=O)CS(=O)(=O)c1ccsc1C(=O)Nc1ccc(F)c(F)c1	7%	-11%	-2%	-2%	-1%	24%	·	0%
COc1ccc(N=C2SC(CC(=O)Nc3ccccc3F)C(=O)N2Cc2ccco2)cc1 (configuration not stated)	9%	-7%	1%	-7%	1%	-11%	?	2.5µM*
CCCOc1c(OC)cccc1C1CC(=O)Nc2cc3c(cc21)OCO3 (configuration not stated)	1%	i	-4%	-7%	-3%	-7%	?	1%
COc1ccc(-c2nc3c(c4nnc(SC(C)C(=O)Nc5ccc(C)cc5)n24)COC(C)(C)C3)cc1 (configuration not stated)	?	0%	-1%	-2%	-11%	-7%	-5%	?
CCN1CNC(=S)N(C(C)c2ccccc2)C1 (configuration not stated)	1%	-4%	0%	10%	-2%	10%	-13%	23%
O=C(Cn1c(CO)nc2ccccc21)NCCc1ccccc1	10%	-2%	3%	-2%	9%	4%	-6%[46 µM]	?
Cc1ccc(C(=O)N2CCN(c3cccc(Cl)c3)CC2)cc1C	-7%	-30%	-5%	6%	-17%	?	?	?
O=c1[nH]c(SCc2ccccc2)nc2c1cnn2-c1ccc(F)cc1	-1%	i	-7%	-1%	7%	·	·	0%
COc1ccc(NC(=O)Cn2nnc(C(=O)Nc3ccccc3C)c2N)cc1	-4%	-10%	1%	0%	3%	3%	2%[46 µM]	-4%
Cc1c(NC(=O)C(C)OC(=O)c2cccc(S(=O)(=O)N(C)C)c2)c(=O)n(-c2ccccc2)n1C (configuration not stated)	-3%	-5%	-4%	3%	-5%	3%	13%[46 µM]	0%
COc1ccc(NC(=O)CNS(=O)(=O)c2cccs2)cc1	5%	1%	-1%	-12%	-2%	2%	-8%	2%
Cc1[nH]n(-c2ccccc2)c(=O)c1N=Nc1nccs1	?	i	-6%	-4%	12%	-32%[inhibitor]	?	-3%
CC1CCN(CCCNC(=O)c2cc3c(Cl)nc4ccccc4c3s2)CC1	-14%	34%[activator]	-5%	-2%	3%	·	·	-4%
COC(=O)C1=C(C(=O)OC)[C@@H]2N(Cc3ccccc3)c3ccccc3[C@@]23C[C@@H](C(=O)OC)N(C(=O)c2ccco2)C3=N1	7%[11.4 µM]	-9%[11.5 µM]	0%[11.2 µM]	7%[11.2 µM]	1%[14.2 µM]	-3%[9.22 µM]	11%[9.22 µM]	-1%[13.5 µM]
O=c1c(O[C@@H]2O[C@H](CO)[C@@H](O)[C@H](O)[C@H]2O)c(-c2ccc(O)c(O)c2)oc2cc(O)cc(O)c12	13µM*	-23%	-9%	8%	18%	·	·	·
Cc1cccc(-n2ccnc2SCC(=O)Nc2cc(C)on2)c1	-6%	-7%	0%	-26%	2%	-12%	-17%	-15%
Cc1ccc(C(=O)COC(=O)c2cccc(NC(=O)c3ccc([N+](=O)[O-])cc3[N+](=O)[O-])c2)cc1	17%	-9%	·	·	-17%	?	10%	0%
O=C(CSc1n[nH]c(=O)[nH]c1=O)N/N=C/C=C/c1ccccc1	0%	-5%	-1%	2%	4%	·	·	·
N#CC1=C(N)NC(SCC(=O)Nc2ccccc2)=C(C#N)C12CCCCC2	5%	-5%	-7%	-1%	8%	-45%[inhibitor]	-10%	25µM*
O=C(NCCO)c1ccc2c3n(nc2c1)-c1ccccc1CO3	?	i	-5%	-2%	7%	·	·	·
COc1ccc(NC(=O)COC(=O)CC23CC4CC(CC(C4)C2)C3)c([N+](=O)[O-])c1	-7%	-6%	0%	-9%	5%	-17%	?	-7%
CCOc1ccccc1NS(=O)(=O)c1ccc2c(c1)n(C)c(=O)c(=O)n2C	3%	-14%	-5%	-10%	-22%	-18%	?	-14%
CC(NC(=O)c1ccc2c(c1)OCO2)C1CCCO1 (configuration not stated)	5%	-3%	-3%	5%	4%	19%	14%	1%
O=C(CSc1nnc(NC(=O)Cc2ccc(F)cc2)s1)NCc1ccco1	6%	-1%	-1%	8%	5%	·	·	13%
O=C(CC(c1ccccc1)c1ccco1)N1CCOCC1 (configuration not stated)	7%	-7%	1%	2%	6%	-20%	0%	40µM*
CCCN1C(=O)C(O)(c2c(C)[nH]c3ccccc23)c2ccccc21 (configuration not stated)	?	-5%	-5%	-3%	2%	·	·	·
CCOC(=O)c1[nH]c2ccccc2c1NC(=O)c1ccco1	0%	0%	-4%	-3%	0%	-3%	-6%	5%
Cc1cc(C)c2c3c(sc2n1)C(c1cccc(F)c1)C(C#N)=C(N)O3 (configuration not stated)	?	i	-1%	1%	8%	4%	?	0%
C/C=C/c1ccc(OCC(=O)Nc2ccc(C(N)=O)cc2)c(OC)c1	8%	-2%	0%	-1%	8%	1%	?	7%
Cc1ccc2cccc(NC(=S)NC(=O)c3c(Br)cnn3C)c2n1	-28%	-2%	2%	15%	6%	8%	3%	?
CC(C)CC(C(=O)NC(=O)NCc1ccccc1)N1C(=O)c2ccccc2C1=O (configuration not stated)	0%	-6%	2%	0%	-5%	-4%	3%	2%
Cc1ccccc1CNC(=O)c1cc(COc2ccc(F)cc2F)on1	-3%	-12%	-1%	1%	3%	·	·	?
COC(=O)CC/C(O)=C1/C(=N)CC(C)(C)CC1=O	3%	i	-2%	2%	-20%	1%	-7%	1%
CCCCC(=O)Nc1c(O)c2ccccc2[nH]c1=O	-5%	-2%	1%	2%	-37%	-2%	-9%	?
COc1ccc(N2CCN(c3ncnc4nc[nH]c34)CC2)cc1	7%	-3%	-1%	-3%	-8%	-15%	-9%	-5%
CCOc1ccc(NC(=O)CSc2nnc(-c3ccco3)n2C)cc1	9%	i	3%	-4%	7%	-31%[inhibitor]	16%	5%
O=C(Nc1cc2c(cc1Cl)OCCCO2)c1ccccc1	3%	-6%	-2%	-11%	1%	11µM*	-6%	1%

Some of the compounds tested (hit frequency here may not be typical).
